Pf Dd2 inh = qHTS Primary assay for Inhibitors of Plasmodium falciparum Dd2 growth in vitro. P. falciparum Dd2 growth, SYBR Green, 72 h. Potency, µM (doses to about 28.9 µM), without a hit: top-dose activity, negative = inhibition, usual class: inhibitors. 120,000 tested, 4.3% active; active means well fitted inhibition curve with a large enough effect; inconclusive means small, poorly fitted or top-dose-only effect; inactive means no such curve, though single readings can be large or run the other way;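 further: plate controls were DMSO vehicle for no effect and reference drug for full effect; nearly all actives have a fitted effect of over 65% in size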
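Readout: SYBR Green fluorescence, 485 nm excitation, 535 nm emission, after ~16 h lysis at 37C. Before that, Dd2-infected red cells (2.5% hematocrit) grew 72 h with compound, 29 uM top final concentration.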
An asterisk follows results filed as active; i = inactive; ? = inconclusive; [ ] = remark or other dose. Potency means the concentration at half of the fitted maximal effect. The list is partial; count on the stated rates, not on these rows.

SMILES | Pf Dd2 inh
COc1ccc(Br)cc1[C@@H]1Nc2ccc(C(=O)O)cc2[C@@H]2C=CC[C@@H]21 | 8%
Cc1ccc(-c2cc(NC(=O)COc3ccc(Cl)cc3C)on2)cc1 | 20%
O=C(Nc1cccc(C(F)(F)F)c1)N[C@H]1CO[C@H]2[C@@H]1OC[C@H]2O | i
Cc1ccc(NC(=O)Cn2cc(S(=O)(=O)Cc3cccc(Cl)c3)c3ccccc32)cc1C | 2%
Cc1ccc(NC(=O)NC2CCN(C(=O)N3CC4CC(C3)[C@H]3CCCC(=O)N3C4)CC2)cc1C (stereo partly specified) | i
O=C(Nc1ccc2n(c1=O)C[C@H]1C[C@@H]2CN(C(=O)Nc2ccccc2)C1)c1ccncc1 | 15%[44.1 µM]
COc1ccc(Cl)cc1NC(=O)COC(=O)CC(C)(C)CC1=NS(=O)(=O)c2ccccc2N1 | 8%
COc1ccc(/C=C/C(=O)Nc2nc3n(n2)C(c2ccccc2)C=C(c2ccc(Cl)cc2)N3)cc1 (stereo unspecified) | 5µM*
Cc1cccc2c(=O)cc(CSc3ccccc3NC(=O)C(C)C)[nH]c12 | ?
COc1ccc(C(=O)Nc2c(C(=O)c3ccccc3)oc3ccccc23)cc1 | 54%[activator]
CCOC(=O)C1CCN(S(=O)(=O)c2cc3c4c(c2)C(C)C(=O)N4CCC3)CC1 (stereo unspecified) | i
COc1ccc(N2CC(C(=O)NC3CC3)NC2=O)cc1 (stereo unspecified) | 4%[44.1 µM]
NC(=O)N1CCCC(C(=O)NCCc2nc(-c3ccccn3)no2)C1 (stereo unspecified) | -2%
Nc1ncccc1CN1C[C@H]2CN(C(=O)C3CCC3)C[C@@]2(C(=O)O)C1 | 2%
COCCN1C(=O)c2ccccc2C(C(=O)Nc2cccc(OC)c2)C12CCCC2 (stereo unspecified) | ?
Cc1ccc(C(=O)N2CCc3cc(CNC(=O)c4ccnn4C)ccc32)cc1 | i
CCOc1cc(=O)n2c(c1C(=O)Nc1ccc(C(F)(F)F)cc1)CCCC2 | 18%
COc1ccc(OC)c(NC(=O)c2cc3n(n2)CC(c2ccc4c(c2)OCO4)OC3)c1 (stereo unspecified) | -14%
CCCc1nn2c(=O)cc(COC(=O)c3ccccc3NC(=O)c3ccc(Cl)cc3)nc2s1 | ?
COc1ccccc1C(=O)Nc1nc2nc(C)c(Cc3ccccc3)c(=O)n2[nH]1 | 22%
COc1cccc(C(=O)N2CCC(n3cc(-c4nc(-c5ccccc5)no4)nn3)CC2)c1OC | 332%[activator]
Cc1n[nH]c(C)c1C(N)C(=O)N(C)Cc1ccnc2ccccc12 (stereo unspecified) | 3%
CS(=O)(=O)N1CCCC(C(=O)NC2CCN(Cc3ccccc3)CC2)CCNC(=O)CC1 (stereo unspecified) | 14%
Cn1cnc([S+](=O)([O-])N2CCC3CC(=O)NCCC3C2)c1 (stereo unspecified) | 22%
O=C1Nc2ccc(-c3ccc(Cl)cc3)cc2C(=O)N2CCN(C(=O)C3CCCCC3)C[C@H]12 | -19%
Cc1cccc(CN2C(=O)c3ccccc3Sc3ccc(C(=O)NCCc4ccccc4)cc32)c1 | ?
CNC(=O)c1cc(S(=O)(=O)N[C@H]2[C@H]3CCO[C@H]3[C@@H]2N(C)C)cs1 | -11%
COc1ccccc1CCNC(=O)C(=O)NCC(c1ccco1)S(=O)(=O)c1ccc(F)cc1 (stereo unspecified) | i
CCOc1ccccc1NC(=O)Cn1ccn2nc3c(c2c1=O)CCCC3 | i
COC(=O)N1CCC2(CC1)C(=NC1CCCCC1)NC(=O)N2c1cccnc1 | 7%
CSCC(=O)Nc1ccc(=O)n2c1[C@@H]1C[C@@H](CN(C(=O)c3ccc(F)cc3)C1)C2 | ?
O=C(NC1CCCCC1)[C@H]1CN2CC[C@H]1C[C@@H]2Cn1cc(C2(O)CCCC2)nn1 | 10%[44.1 µM]
NC(=O)C1CCN([C@H]2[C@@H]3OC[C@@H](O3)[C@@H](NC(=O)Nc3cccc(C(F)(F)F)c3)[C@@H]2O)CC1 | -21%
O=C(CSc1nccn1Cc1ccc(Cl)cc1)Nc1ccc2c(c1)OCCO2 | 32%[activator]
CC(C)N1CC(c2nc(-c3ccc4nc[nH]c4c3)no2)CC1=O (stereo unspecified) | 10%
CCCCOc1ccc(CNC(=O)c2ccc3c(c2)N(C)C(=O)C2CCCCN32)cc1 (stereo unspecified) | 22%
O=C1[C@@H]2C[C@@H](O)CN2C2(CN(Cc3cccnc3)C2)C(=O)N1Cc1cccc(Cl)c1 | i
COc1ccc(-c2nnc3n2CCN(C(=O)c2ccccc2)C3)cc1 | 3%
COCc1nc2nccc(-c3ccsc3)n2n1 | -1%
CCNc1nc(NC(C)CC)nc(Oc2ccc(OCC)nn2)n1 (stereo unspecified) | -30%
NCCCC(=O)N1CCCC2(Cc3ccccc3CN2C(=O)c2ccccc2)C1 (stereo unspecified) | 7%
CN1c2cc(C(=O)NC3CCCCC3)ccc2C(=O)N2CCCC21 (stereo unspecified) | ?
COc1ccc(Cn2c(SCC(=O)NCc3ccccc3)nc3ccccc32)cc1 | ?
O=C(NCc1ccccn1)c1nn(-c2ccccc2F)nc1CO | i
O=C(NCc1ccncc1)C1CC(=O)N(c2n[nH]c3cccc(F)c23)C1 (stereo unspecified) | 9%
O=C(NCc1cccc(Cl)c1)c1ccc2nccn2c1 | -1%[44.1 µM]
Cc1nc(N2CCCCC2)ncc1C(=O)N1C[C@@H](CN(C)C)C[C@H](CO)C1 | -1%
CC(Cc1ccncc1)Nc1nccc(-c2cnn(-c3ccccc3F)c2)n1 (stereo unspecified) | 5µM*
O=C(c1cnn2cc(CCO)cnc12)N1CCCC(CCc2ccc(F)cc2)C1 (stereo unspecified) | -16%
CCn1cc(S(=O)(=O)N2C[C@@H](C(N)=O)[C@H](c3nc(COC)no3)C2)cn1 | -6%
COc1ccc(-c2noc(-c3cccn3CC(=O)N3CCN(c4ccccc4OC)CC3)n2)cc1F | -23%
COc1ccc(CCNC(=O)c2cc(-c3ccc(Cl)cc3)on2)cc1OC | i
CCOc1ccc(-c2nnc(SCC(=O)Oc3ccccc3)o2)cc1 | 30%
Cc1ccc2nc(CO[C@H]3CN(C4CCCCC4)C[C@H]3F)[nH]c2c1 | ?
O=C(CN1C(=O)NC2(CCOCC2)C1=O)NCCC1=CCCCC1 | -14%
Cc1nc(-c2ccc(F)cc2)n(CC(=O)Nc2cccc(Cl)c2)c(=O)c1CCO | ?
O=C(c1ccccc1)N1Cc2ccccc2CC2(CCCCN2Cc2ccncc2)C1 (stereo unspecified) | ?
CCOCCCn1c(=N)c(S(=O)(=O)c2ccc(C)cc2)cc2c(=O)n3ccccc3nc21 | -7%
CCOc1ccc(NC(=O)CCc2nc3cccnc3n2-c2ccccc2)cc1 | 5%
CCNC(=O)N1CCc2c(sc3ncnc(N(C)C)c23)C1 | ?

3 compounds from above, sorted by molar mass, low to high:
SMILES | Pf Dd2 inh
Cn1cnc([S+](=O)([O-])N2CCC3CC(=O)NCCC3C2)c1 (stereo unspecified) | 22%
CNC(=O)c1cc(S(=O)(=O)N[C@H]2[C@H]3CCO[C@H]3[C@@H]2N(C)C)cs1 | -11%
Cc1ccc(NC(=O)NC2CCN(C(=O)N3CC4CC(C3)[C@H]3CCCC(=O)N3C4)CC2)cc1C (stereo partly specified) | i

Part of the list above, field by field:
COc1ccc(CCNC(=O)c2cc(-c3ccc(Cl)cc3)on2)cc1OC
  Pf Dd2 inh: i
CCOCCCn1c(=N)c(S(=O)(=O)c2ccc(C)cc2)cc2c(=O)n3ccccc3nc21
  Pf Dd2 inh: -7%
CCn1cc(S(=O)(=O)N2C[C@@H](C(N)=O)[C@H](c3nc(COC)no3)C2)cn1
  Pf Dd2 inh: -6%

Other results
SMILES | Pf Dd2 inh
Cc1cccc(Cl)c1NC(=O)Cn1c(C)cc2nc3n(c(=O)c21)CCCCC3 | -24%
CCc1cc(=O)n(CC(=O)N2CCN(c3ccc(OC)cc3)CC2)c(N2CCOCC2)n1 | i
O=C(NCC(c1cccnc1)N1CCOCC1)C(=O)Nc1ccc(F)cc1 (stereo unspecified) | 9%
Cc1ocnc1C(=O)N1CCN(C(=O)C2CCC2)[C@@H]2CS(=O)(=O)C[C@@H]21 | 2%
CCOc1ccc(CC(=O)Nc2cccc(-c3nc4cccnc4s3)c2C)cc1 | -30%
CNC(=O)C1CCC(Cn2c(=O)c3sccc3n(CC(=O)N3CCCC3)c2=O)CC1 (stereo unspecified) | -13%
CCn1nc(CNC(=O)C(c2cccnc2)N2CCOCC2)c2ccccc21 (stereo unspecified) | -3%
O=C1CC(C(=O)O)C2(CCN(c3cc(C4CC4)ncn3)CC2)N1 (stereo unspecified) | -14%
CCO[C@H]1CN(C(=O)C2(c3ccc(OC)c(OC)c3)CCCC2)C[C@@H]1O | -4%
NCc1ccccc1-c1nc2c([nH]1)CCNC2C(=O)O (stereo unspecified) | 3%
COc1ccc(/C=C/CN2CCC(CCC(=O)Nc3ccccc3Cl)CC2)cc1 | -9%
CC(C)(C)OC(=O)N1CCC(c2c(C(=O)NCc3ccccc3)cnn2-c2cccc(F)c2)CC1 | 10µM*

Continued (five carried over from the part before).
SMILES | Pf Dd2 inh
O=C1CC(C(=O)O)C2(CCN(c3cc(C4CC4)ncn3)CC2)N1 (stereo unspecified) | -14%
CCO[C@H]1CN(C(=O)C2(c3ccc(OC)c(OC)c3)CCCC2)C[C@@H]1O | -4%
NCc1ccccc1-c1nc2c([nH]1)CCNC2C(=O)O (stereo unspecified) | 3%
COc1ccc(/C=C/CN2CCC(CCC(=O)Nc3ccccc3Cl)CC2)cc1 | -9%
CC(C)(C)OC(=O)N1CCC(c2c(C(=O)NCc3ccccc3)cnn2-c2cccc(F)c2)CC1 | 10µM*
COCCN1C(=O)c2ccccc2C(C(=O)Nc2nc(C)cs2)C12CCCC2 (stereo unspecified) | ?
CCCc1noc(-c2cn(C3CCN(C(=O)c4ccc(N(C)C)cc4)CC3)nn2)n1 | ?
CN1CC(n2ccnc2-c2cnc(-c3cccc4ccccc34)nc2)CCC1=O (stereo unspecified) | -13%
COC(=O)c1cc2n(n1)CCN(C(=O)CNS(=O)(=O)c1cccs1)C2 | 2%
COc1ccc(CN(C)C2CCc3ccccc32)cc1 (stereo unspecified) | ?
COc1cccc(C(=O)N(Cc2ccc(C)o2)C2CCS(=O)(=O)C2)c1 (stereo unspecified) | 27%
COc1ccc(NC(=O)Cn2c(C)ccc(NS(=O)(=O)c3ccccc3)c2=O)c(C)c1 | 12%
COc1ccccc1N1CCN(C(=O)Cn2c(-c3ccc(F)cc3)nc(C)cc2=O)CC1 | i
CC(C)c1noc(-c2cccn3c(CNC(=O)CCc4ccccc4)nnc23)n1 | -7%
N#Cc1cc2c(=O)n3ccccc3nc2n(-c2nnc(SCc3ccccc3F)s2)c1=O | ?
CN(C)C(=O)c1cccnc1OC1CCN(Cc2cccnc2)CC1 | i
CCOC(=O)c1ccccc1NC(=O)NCc1c(-n2cccc2)sc2c1CCCC2 | i
CSCc1ccc(C(=O)NCCc2nc(-c3ccccn3)no2)o1 | -15%
Cc1ccc(F)cc1S(=O)(=O)N1CC(C(=O)NC2CCCCC2)C2(CCOCC2)C1 (stereo unspecified) | ?
CCc1ccccc1NC(=O)Nc1ccc2c(c1)N(CC)C(=O)c1ccccc1S2 | ?
O=C(c1ccc(N2CC3CC(C2)[C@H]2CCCC(=O)N2C3)nc1)N1CCN(c2ncccn2)CC1 (stereo partly specified) | -20%
Cc1cc(C)cc(N(CC(=O)NCc2ccccc2Cl)S(=O)(=O)c2c(C)noc2C)c1 | ?
CC(=O)N(C1CC1)C1CCOC2(CCN(C(=O)c3nn(C)c4ccccc34)CC2)C1 (stereo unspecified) | i
O=C(Nc1cccc(C(F)(F)F)c1)O[C@@H]1CO[C@H]2[C@@H]1OC[C@@H]2Nc1nccc(-c2ccc(-c3ccccc3)cc2)n1 | 13%
CCOc1ccccc1CN1CCc2nc(N3CCN(c4ccccc4F)CC3)ncc2C1 | 8.9µM*
CC(=O)c1ccc(N2CCN(C(=O)CCc3nnc4n(C)c(=O)c5sccc5n34)CC2)cc1 | -1%
COCCNc1ncc(-c2ccc(F)cc2)c2c1OCC2 | -29%[44.1 µM]
Cc1ccc(C)c(S(=O)(=O)c2nnn3c2nc(NCCCOC(C)C)c2ccccc23)c1 | -18%
CCC(NC(=O)c1cc(C(C)C)nn1C)c1ccc(S(C)(=O)=O)cc1 (stereo unspecified) | i
CC(C)c1nn2c(=O)cc(COC(=O)c3ccc(NC(=O)COc4ccccc4)cc3)nc2s1 | i
O=C(COc1ccc(F)cc1)Nc1ccc(Cl)c(-c2nc3ccccc3[nH]2)c1 | ?
CCCc1noc(CN(C)C(=O)[C@@]23CNC[C@@H]2CN(Cc2ccccc2)C3)n1 | -26%
CC(C)Cc1cc(C(=O)N[C@H](C2CCNCC2)C2CC(O)C2)nc(N)n1 (stereo partly specified) | 3%
Cc1ccc(CNC(=O)c2ccc3c(c2)CN(Cc2cnn(C)c2C)CCO3)cc1 | -14%
COc1ccc(CC(=O)NCC(c2cccs2)S(=O)(=O)c2ccc(F)cc2)cc1 (stereo unspecified) | 49%[activator]
Cc1ccc(CSC2=Nc3ccccc3C3=NC(CC(=O)NC4CCCCC4)C(=O)N23)c(C)c1 (stereo unspecified) | i
